# From PubChem
# hcDAF12 agonist: activates DAF-12 receptor from parasite H. contortus. activation, % at 6.8 µM. 1.4% of 370,000 active. HEK293 hcDAF-12 lit1-tk-luc reporter, luminescence; 0% DMSO, 100% Δ7-dafachronic acid;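 active = activation above the mean of all tested compounds plus 3 SD, cut at about 5.5% in these data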;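 note: 100% = response to 3 µM Δ7-dafachronic acid high control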
# DAX1 inh-1: DAX1 (NR0B1) inhibition, primary screen. HEK293T StAR-luciferase reporter, SF-1/DAX-1 repression relief. inhibition, % at 6.8 µM. 1.1% of 370,000 active. AID 652010;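 active = inhibition above the mean over all tested compounds plus 3 SD, cut at about 3.6% in these data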;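 note: 0% = DAX-1 cells with DMSO and 100% = cells lacking DAX-1 with DMSO; higher inhibition means more luminescence from relief of DAX-1 repression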
# PLC-gamma1 inh: PLC-gamma1 (human) inhibition, primary screen; purified PLC-gamma1, fluorogenic substrate, fluorescence; inhibition, % at 12.2 µM; 0.84% of 370,000 active; AID 720700; P19174; in the data active = inhibition above about 9.5%
# ssDAF-12 act: S. stercoralis DAF-12 activation, primary screen | HEK293 ssDAF-12/GRIP1 lit1-tk-luc reporter, luminescence; % of 3 µM dafachronic acid response | activation, % at 6.8 µM | 1% of 370,000 active;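 active = activation above the mean over all tested compounds plus 3 SD, cut at about 0.9% in these data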;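 note: 0% = DMSO-only wells and 100% = 3 µM delta7-dafachronic acid wells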
# GAA850 FXN act: increases GAA850 frataxin promoter reporter activity; HEK293 lucGAA850 FXN promoter luciferase reporter, 24 h; percent of 10 µM SAHA response; activation, % at 6 µM; 0.56% of 360,000 active; AID 540364;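 active = activation above the average of all compounds screened plus 3 SD, cutoff fixed separately per campaign, cut at about 7.5% in these data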;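 note: 0% = DMSO wells and 100% = 10 µM SAHA wells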
# DAX1 inh-2: inhibitors of human orphan nuclear receptor DAX1 (NR0B1); inhibition, % at 6.75 µM; HEK293 Gal4-DAX1 luciferase reporter, luminescence; P51843; 0.99% of 340,000 active; AID 504766;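 active = inhibition above the mean over all tested compounds plus 3 SD, cut at about 4.2% in these data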;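 note: 0% = DAX1-transfected cells with DMSO and 100% = empty-vector control cells with DMSO; inhibition shows as a rise in luminescence from relieved DAX1 repression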
# Target sequence (P51843 207-470 limits assumed): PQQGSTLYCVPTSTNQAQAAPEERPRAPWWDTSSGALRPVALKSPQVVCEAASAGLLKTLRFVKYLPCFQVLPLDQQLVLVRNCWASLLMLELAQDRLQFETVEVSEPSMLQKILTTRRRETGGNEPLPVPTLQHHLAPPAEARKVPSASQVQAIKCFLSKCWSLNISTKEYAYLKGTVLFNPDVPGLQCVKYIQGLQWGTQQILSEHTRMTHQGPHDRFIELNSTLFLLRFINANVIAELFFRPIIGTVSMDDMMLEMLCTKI
# ADAM17 inh: inhibits human ADAM17; P78536; recombinant ADAM17, EDANS/DABCYL FRET peptide cleavage; inhibition, % at 6.95 µM; 0.83% of 370,000 active;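 active = inhibition above the mean of compounds lying between control limits plus 3 SD, set per campaign, cut at about 8.5% in these data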;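 note: 0% = DMSO-only wells as the low control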
# sPLA2-III inh: Inhibits HGIII-sPLA2 liposome hydrolysis, primary screen | Q9NZ20 | QFRET BODIPY PC-A2 liposome hydrolysis, fluorescence | inhibition, % at 12.2 µM | 0.56% of 370,000 active | AID 743126;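 active = inhibition above mean plus 3 SD of compounds lying within the high and low control bounds, cut at about 19% in these data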;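 note: 0% = median of test compound wells and 100% = no enzyme DMSO wells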
# Target sequence (Q9NZ20 whole entry, looked up): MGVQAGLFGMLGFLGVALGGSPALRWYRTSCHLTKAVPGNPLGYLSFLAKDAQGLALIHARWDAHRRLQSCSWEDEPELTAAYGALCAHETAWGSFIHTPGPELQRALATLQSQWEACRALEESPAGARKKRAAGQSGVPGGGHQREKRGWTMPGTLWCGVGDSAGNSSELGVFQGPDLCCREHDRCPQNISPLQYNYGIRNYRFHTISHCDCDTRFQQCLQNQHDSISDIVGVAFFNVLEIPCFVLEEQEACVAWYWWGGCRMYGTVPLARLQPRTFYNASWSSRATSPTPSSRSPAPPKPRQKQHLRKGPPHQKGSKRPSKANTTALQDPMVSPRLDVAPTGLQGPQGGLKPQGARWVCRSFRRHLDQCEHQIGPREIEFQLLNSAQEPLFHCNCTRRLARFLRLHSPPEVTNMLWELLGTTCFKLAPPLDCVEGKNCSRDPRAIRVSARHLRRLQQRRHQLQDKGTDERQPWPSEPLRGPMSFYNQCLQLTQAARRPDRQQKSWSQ
# hgDAF12 agonist: agonists of H. glycines DAF-12 nuclear receptor. HEK293 GAL4-hgDAF12 UAS-luciferase reporter, agonist luminescence; normalized to butyrate control. activation, % at 6.8 µM. 1.8% of 370,000 active;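 active = activation above a cutoff set at the mean of all screened compounds plus 3 SD, cut at about 10% in these data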;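 note: 0% = DMSO wells and 100% = sodium butyrate wells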
# ADAM10 inh: inhibits human ADAM10 | O14672 | recombinant ADAM10, EDANS/DABCYL FRET peptide cleavage, 3 h | inhibition, % at 7 µM | 0.62% of 370,000 active | AID 720582;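 active = inhibition above a per-campaign cutoff equal to the mean of compounds falling between control-based bounds plus 3 SD, cut at about 20% in these data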;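 note: 0% = DMSO wells while the 100% control is not disclosed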
# PLC-beta3 inh: PLC-beta3 (human) inhibition, primary screen; 0.18% of 370,000 active; AID 720704; inhibition, % at 12.2 µM; Q01970; Purified PLC-beta3, fluorogenic substrate, fluorescence; in the data active = inhibition above about 11%;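 note: 0% = median of compound wells on plate and 100% = full blocker control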
# * marks the source's active call; other numbers are inactive results; / = not tested or not shown.
SMILES,hcDAF12 agonist,DAX1 inh-1,PLC-gamma1 inh,ssDAF-12 act,GAA850 FXN act,DAX1 inh-2,ADAM17 inh,sPLA2-III inh,hgDAF12 agonist,ADAM10 inh,PLC-beta3 inh
COc1ccccc1NC(=O)CSC1=NC(=O)C(NC(C)=O)C(=O)N1 (stereo not given),3.4,0.4,0,-0.8,-0.6,0.4,2,-6,0.7,2,0
COc1ccc(NC(=O)c2noc(C(C)C)c2[N+](=O)[O-])cc1,-0.1,-0.3,-1,-1.2,3.3,-0.3,0,-3,1.4,1,2
CCC(C(=O)NC1CCCC1)N(C(=O)Cn1nnc(-c2ccc(OC)c(OC)c2)n1)C1CCCCC1 (stereo not given),-3.1,-0.5,0,-1.6,0.8,0.6,-2,-4,-3.1,-1,1
O=C(CCn1ccc2cc(S(=O)(=O)N3CCCC3)ccc21)NCc1ccccc1F,0.2,-0.6,-1,-0.6,0.8,0.0,-4,1,-0.8,-3,-7
O=C(Nc1ccc(Cl)cc1)OC(CN1CCCCC1)C(F)(F)F (stereo not given),-0.9,0.0,5,-0.9,2.9,0.6,2,5,2.0,1,0
CCCCNC(=O)C1(C)CCCCN1C(=O)c1cc(OC)ccc1Br (stereo not given),-0.6,-0.1,4,-1.6,0.8,/,-6,-1,-0.1,-3,2
COCCCN=C1NN=C(c2cc(C)n(Cc3ccccc3Cl)c2C)CS1,0.2,-1.0,-22,-1.2,-2.4,0.0,-30,-4,6.0,-70,-38
CC(O)Cc1cn(CC(=O)N2CCN(C(=O)OC(C)(C)C)CC2)nn1 (stereo not given),-0.9,0.2,13*,-1.6,1.6,1.9,7,6,-1.1,6,8
COc1ccc(C(CNC(=O)c2ccc(NS(=O)(=O)c3ccc(F)c(C)c3)cc2)N2CCOCC2)cc1 (stereo not given),-2.4,-1.4,-1,-0.5,-1.8,1.4,-5,-18,-0.1,-3,-9
O=C(CSCc1ccc(Cl)cc1)N/N=C/c1ccc(Cl)cc1Cl,-0.3,0.4,0,-1.3,-0.4,0.2,0,-3,1.1,1,2
CC1CCC(NC(=O)C2CCN(S(=O)(=O)c3cccc4nonc34)CC2)CC1 (stereo not given),-1.2,-0.5,4,-0.8,0.2,-1.2,1,-3,-1.5,2,4
CCn1ccnc1CN(C)C(=O)c1cc(COc2ccc(OC)c3ccccc23)on1,1.3,-1.3,-6,-0.6,-0.5,-0.6,-8,-11,-1.0,0,-10
CC1Cn2c(nnc2C23CC4CC(CC(C4)C2)C3)S1 (stereo not given),-2.8,0.5,2,-1.4,1.6,1.4,-1,2,1.9,-2,-1
Fc1cccc(CNCC2CCCO2)c1 (stereo not given),-1.6,-0.1,1,-0.8,3.4,-0.7,2,12,0.6,-5,-5
O=C(CSc1nnc(-c2ccc(F)cc2)o1)NC1CCCC1,-2.3,0.1,-2,-0.5,-1.0,1.0,0,-3,0.9,-4,-2
CCNc1nc(NC(C)C)nc(N(C#N)C(C)C(=O)N(C)C)n1 (stereo not given),0.2,-0.6,0,-1.0,1.9,-0.8,-6,8,-2.2,-4,0
CCOc1ccc(C(=O)Nc2cccc(C)n2)cc1,4.7,4.0*,0,1.1*,0.8,-2.2,-3,2,7.5,0,0
Cc1ccc(NC(=O)Cc2ccc(F)cc2)cc1,-1.2,1.1,2,-0.2,4.2,0.4,3,3,5.3,-5,2
Cc1ccc(S(=O)(=O)NCCCNC(=O)OCc2ccccc2)cc1,-2.5,-0.7,1,-1.3,-0.4,1.6,-1,-16,-1.8,-11,0
Cc1ccc(-c2cc(C(=O)NCCc3ccccn3)c3ccccc3n2)c(C)c1,-4.2,-1.4,-6,-1.4,-0.5,-1.4,-5,0,-1.7,-16,-5

# Seven successive records already listed, quoted:
SMILES,hcDAF12 agonist,DAX1 inh-1,PLC-gamma1 inh,ssDAF-12 act,GAA850 FXN act,DAX1 inh-2,ADAM17 inh,sPLA2-III inh,hgDAF12 agonist,ADAM10 inh,PLC-beta3 inh
Fc1cccc(CNCC2CCCO2)c1 (stereo not given),-1.6,-0.1,1,-0.8,3.4,-0.7,2,12,0.6,-5,-5
O=C(CSc1nnc(-c2ccc(F)cc2)o1)NC1CCCC1,-2.3,0.1,-2,-0.5,-1.0,1.0,0,-3,0.9,-4,-2
CCNc1nc(NC(C)C)nc(N(C#N)C(C)C(=O)N(C)C)n1 (stereo not given),0.2,-0.6,0,-1.0,1.9,-0.8,-6,8,-2.2,-4,0
CCOc1ccc(C(=O)Nc2cccc(C)n2)cc1,4.7,4.0*,0,1.1*,0.8,-2.2,-3,2,7.5,0,0
Cc1ccc(NC(=O)Cc2ccc(F)cc2)cc1,-1.2,1.1,2,-0.2,4.2,0.4,3,3,5.3,-5,2
Cc1ccc(S(=O)(=O)NCCCNC(=O)OCc2ccccc2)cc1,-2.5,-0.7,1,-1.3,-0.4,1.6,-1,-16,-1.8,-11,0
Cc1ccc(-c2cc(C(=O)NCCc3ccccn3)c3ccccc3n2)c(C)c1,-4.2,-1.4,-6,-1.4,-0.5,-1.4,-5,0,-1.7,-16,-5

# New compounds follow:
SMILES,hcDAF12 agonist,DAX1 inh-1,PLC-gamma1 inh,ssDAF-12 act,GAA850 FXN act,DAX1 inh-2,ADAM17 inh,sPLA2-III inh,hgDAF12 agonist,ADAM10 inh,PLC-beta3 inh
Cc1c(NC(=O)CSc2nnc(N)s2)c(=O)n(-c2ccccc2)n1C,-0.7,0.5,7,-0.8,0.6,1.3,6,6,-0.6,4,1
O=C(Cc1ccc([N+](=O)[O-])cc1)NCCc1ccc2c(c1)OCO2,-2.1,-0.3,8,-1.2,-0.9,-0.7,1,-5,-0.9,1,4
COC(=O)C1CC2=C(CCCC2=O)N(c2ccccc2)C1=O (stereo not given),-0.2,0.3,1,-0.7,2.2,0.4,-2,-10,0.0,-5,1
O=C(COC(=O)c1cnccn1)Nc1cccc2ccccc12,-1.1,0.7,3,-1.1,-0.3,-0.1,-5,8,-3.6,1,-13
CCCc1nnc(NC(=O)CCC(=O)N2CCN(Cc3ccc(OC)c(F)c3)CC2)s1,-2.8,-0.8,-1,-1.6,-1.5,-0.9,3,2,-4.0,-13,-8
Cc1ccc(NC(=O)c2cc([N+](=O)[O-])ccc2NCc2cccnc2)cc1,0.4,1.0,5,-1.1,-1.0,-1.6,9.2*,-16,2.3,12,4
COc1cc(OC)c(OC)cc1CN1CCSCC1,-1.2,0.0,2,-1.1,0.2,3.0,-1,3,-0.6,5,-4
O=C1NCCCC1C(=O)N/N=C/c1cccc([N+](=O)[O-])c1 (stereo not given),2.1,-0.1,3,-0.7,2.2,/,-2,-7,-0.7,-2,-6
O=C(CCn1c(=S)oc2ccccc21)Nc1cccc(O)c1,-0.1,-0.7,8,-1.6,1.8,-0.5,4,-4,3.2,12,12*
COc1cccc(OC)c1C(=O)Nc1ccc(C)cc1C(=O)c1ccccc1,-4.3,-1.0,9,-1.9,2.1,-2.5,4,1,-2.7,9,3
COc1ccc(CCC(=O)Nc2ccc3c(c2)OCO3)cc1OC,-1.6,-0.2,1,-0.8,1.1,0.8,0,1,-0.7,-5,-8
O=C(NCCN1CCCCC1)Nc1ccc(Cl)cc1,-0.2,0.1,2,-1.4,2.4,0.4,-3,0,1.2,-7,-1
COc1cccc(NC(=O)c2ccccc2Br)c1,1.0,1.0,-2,-0.7,2.1,2.3,-1,-1,11*,-5,-3
CC(CNS(=O)(=O)c1ccc(Br)cc1)CN(C)C (stereo not given),-1.2,0.1,-3,-1.2,-0.8,-1.6,-5,13,3.8,-5,-7
CCc1noc(C)c1C(=O)NNC(=O)c1ccc(F)cc1,-0.1,0.9,4,-1.6,-0.5,1.0,2,-1,0.8,1,1
CCc1ccc(N(CC(=O)NC(C)C)C(=O)CCC(=O)Nc2ccccn2)cc1,-2.1,0.6,2,-1.3,1.2,-2.1,0,1,-1.2,11,-2
COc1ccc(N2CCN(C(=O)CN3C(=O)c4ccccc4S3(=O)=O)CC2)cc1,-0.5,0.3,5,-0.8,-1.1,2.5,2,6,-0.4,11,3

# Some of the entries so far, as labelled records.
CC(CNS(=O)(=O)c1ccc(Br)cc1)CN(C)C (stereo not given)
  hcDAF12 agonist: -1.2 | DAX1 inh-1: 0.1 | PLC-gamma1 inh: -3 | ssDAF-12 act: -1.2 | GAA850 FXN act: -0.8 | DAX1 inh-2: -1.6 | ADAM17 inh: -5 | sPLA2-III inh: 13 | hgDAF12 agonist: 3.8 | ADAM10 inh: -5 | PLC-beta3 inh: -7

CCc1noc(C)c1C(=O)NNC(=O)c1ccc(F)cc1
  hcDAF12 agonist: -0.1 | DAX1 inh-1: 0.9 | PLC-gamma1 inh: 4 | ssDAF-12 act: -1.6 | GAA850 FXN act: -0.5 | DAX1 inh-2: 1.0 | ADAM17 inh: 2 | sPLA2-III inh: -1 | hgDAF12 agonist: 0.8 | ADAM10 inh: 1 | PLC-beta3 inh: 1

CCc1ccc(N(CC(=O)NC(C)C)C(=O)CCC(=O)Nc2ccccn2)cc1
  hcDAF12 agonist: -2.1 | DAX1 inh-1: 0.6 | PLC-gamma1 inh: 2 | ssDAF-12 act: -1.3 | GAA850 FXN act: 1.2 | DAX1 inh-2: -2.1 | ADAM17 inh: 0 | sPLA2-III inh: 1 | hgDAF12 agonist: -1.2 | ADAM10 inh: 11 | PLC-beta3 inh: -2
